# Compound activity: PubChem, Sanford-Burnham Center for Chemical Genomics
# ATG4B inh – blocks human ATG4B protease cleavage of LC3 substrate | Q9Y4P1 | ATG4B cleavage of LC3-PLA2, NBD-HPC fluorescence, 1 h | inhibition, % at 8.33 µM | 340,000 tested, 0.51% active | AID 504462; in the data active means inhibition above about 40%
# Target sequence (Q9Y4P1 whole entry, looked up): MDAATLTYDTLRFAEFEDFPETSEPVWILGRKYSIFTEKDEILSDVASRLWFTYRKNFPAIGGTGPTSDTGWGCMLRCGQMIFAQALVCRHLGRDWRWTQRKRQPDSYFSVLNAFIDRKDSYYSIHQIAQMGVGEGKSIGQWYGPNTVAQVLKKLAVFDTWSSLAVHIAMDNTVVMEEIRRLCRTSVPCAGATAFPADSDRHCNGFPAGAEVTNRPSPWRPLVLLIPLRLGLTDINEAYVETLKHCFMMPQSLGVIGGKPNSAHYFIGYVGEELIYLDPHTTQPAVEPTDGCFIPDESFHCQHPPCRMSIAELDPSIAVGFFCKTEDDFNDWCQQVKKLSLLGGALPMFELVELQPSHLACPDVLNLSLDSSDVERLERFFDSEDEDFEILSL
# GRIN3A LBD mod – NR3A (human) ligand-binding domain modulation | NR3A LBD differential scanning fluorimetry, Tm shift; 0% = protein alone, 100% = glycine-bound protein | Tm shift relative to glycine control, % at 25 µM | 340,000 tested, 2.5% active | AID 1259313;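 active means melting temperature shift of at least 10% of the positive control shift, at one fixed dose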
# SENP6 block – blocks the human protease SENP6; inhibition, % at 10 µM; 330,000 tested, 1.8% active; Recombinant SENP6 catalytic domain, aminoluciferin luminescence; Q9GZR1;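 active means inhibition above about 50% at the single tested dose, limit read from the data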;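 further: plate controls were DMSO wells with enzyme for no effect and DMSO wells lacking enzyme for full effect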
# MPTP block – permeability transition pore inhibition. isolated mouse mitochondria, Ca2+ swelling absorbance, 30 min. inhibition, % at 10 µM. 360,000 tested, 1.4% active. AID 602449;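 active means inhibition of 50% or more, scaled per plate between neutral and stimulator controls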;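 further: 0% = DMSO wells given calcium and 100% = 1 mM EGTA wells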
# PfGluPho inh – PfG6PD (Plasmodium falciparum) enzyme inhibition; 350,000 tested, 0.78% active; inhibition, % at 20 µM; PfGluPho enzyme, NADPH resazurin-diaphorase fluorescence;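 active means inhibition reaching at least a set limit at 20 µM in the primary screen, cut at about 59% in these data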;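 further: 0% = DMSO wells with substrate and 100% = DMSO wells lacking glucose-6-phosphate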
# hIAP activ – increases human intestinal alkaline phosphatase activity; P09923; purified human IAP, CDP-Star luminescence, 30 min; active compounds read high; 1 = vehicle-only enzyme, 0 = enzyme-free background; activation factor at 10 µM; 330,000 tested, 0.16% active; AID 2524;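 active means activation factor of the enzyme at least 2-fold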; further: the source names both 10 and 20 µM as test concentration; values of inactives mirror those of a sister screen read the other way
# SENP8 block – blocks human SENP8 cleavage of Nedd8 substrate; Q96LD8; recombinant SENP8, Nedd8 substrate fluorescence; inhibition, % at 20 µM; 360,000 tested, 0.64% active; AID 602440; in the data active means inhibition mostly above about 40%, no sharp cut-off; inactive means mostly below about 27%
# Target sequence (Q96LD8 whole entry, looked up): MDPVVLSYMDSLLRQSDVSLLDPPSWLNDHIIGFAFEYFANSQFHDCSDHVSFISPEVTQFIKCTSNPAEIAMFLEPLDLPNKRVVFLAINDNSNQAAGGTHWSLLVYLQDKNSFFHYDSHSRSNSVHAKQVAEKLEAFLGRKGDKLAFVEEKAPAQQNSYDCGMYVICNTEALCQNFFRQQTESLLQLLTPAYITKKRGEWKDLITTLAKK
# SENP1 FRET inh – inhibitors of human SENP1 SUMO protease catalytic domain; Q9P0U3; recombinant SENP1 catalytic domain, CyPet-SUMO1-YPet FRET cleavage; inhibition, % at 10 µM; 360,000 tested, 0.21% active;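 active means inhibition at least 30% at 10 µM, raw YFP signal under a set limit, fluorescence ratio 0.5 to 1.5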;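 further: 0% = enzyme with DMSO and 100% = no enzyme wells; some results filed as inactive read as strong as hits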
# Target sequence (Q9P0U3 419-644 limits assumed): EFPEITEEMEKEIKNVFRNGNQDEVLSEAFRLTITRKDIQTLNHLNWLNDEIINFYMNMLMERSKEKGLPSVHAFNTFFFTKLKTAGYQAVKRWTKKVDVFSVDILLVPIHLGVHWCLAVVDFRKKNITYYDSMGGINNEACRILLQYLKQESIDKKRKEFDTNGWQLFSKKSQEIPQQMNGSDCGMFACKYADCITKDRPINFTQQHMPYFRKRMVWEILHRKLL
#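 Controls: no-enzyme wells low, DMSO-plus-enzyme wells high control. Test system: human recombinant His6-tagged SENP1 catalytic domain enzyme. Reagent: SFCypet-SUMO1-SFYpet FRET protein substrate, 25 nM final. Doses: one dose per compound, 10 µM, 0.5% DMSO. Detection: FRET, CFP and YFP emission. Timing: 50 min reaction at room temperature.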
# Starred values were filed as active, the others as inactive; . = not tested or not shown.
SMILES,ATG4B inh,GRIN3A LBD mod,SENP6 block,MPTP block,PfGluPho inh,hIAP activ,SENP8 block,SENP1 FRET inh
COC(=O)c1c(NC(=O)c2ccc(S(=O)(=O)N3CC(C)OC(C)C3)cc2)sc2c1CCN(C)C2 (stereo not given),.,.,.,-0.5,4,.,-56,-66
Cc1cccc2c1NC(=O)C21OCC(CO)([N+](=O)[O-])CO1 (stereo not given),13,1,3,-0.8,0,0.86,16,1
CCOC(=O)C1CCN(c2nc3ccccc3nc2C(C#N)C(=O)OCCOC)CC1 (stereo not given),-2,1,-12,-3.9,-11,0.85,-232,-21
COC(=O)c1ccc(NC(=O)COc2ccc(N(C)S(=O)(=O)c3ccc(C)cc3)cc2)cc1,0,-4,-8,0.0,8,1.1,6,-1
CCOC(=O)CSC1=C(C#N)C(c2ccc(C)cc2)C(C(=O)OC)C(=O)N1 (stereo not given),-9,1,0,-2.6,-5,1.1,20,0
CC(O)COc1ccc(/C(=N/O)c2ccccc2)cc1 (stereo not given),-5,1,-13,-0.4,-13,0.81,13,-2
Cc1cc(C)c(OCC(=O)OCC(=O)N2CCN(C(=O)c3ccco3)CC2)c(C)c1,-1,0,-13,0.5,-9,0.99,9,2
C=CCn1c(O)c(C(CC)=Nc2ccccc2NC(=O)CC)c(=O)[nH]c1=O,-3,0,6,2.4,2,1.1,15,1
CN(C(=S)NC(=O)CCCOc1ccc(Cl)cc1Cl)c1ccccc1,-4,2,-36,-0.4,-2,0.93,5,1
CC1(C)CC2CC(C)(CN2S(=O)(=O)c2ccc(C(=O)Nc3cc(S(=O)(=O)N4CCOCC4)ccc3Cl)cc2)C1 (stereo not given),-6,0,9,2.6,8,0.89,9,-3
NC(=S)Nc1cccc(-c2n[nH]c(=S)o2)c1,3,2,3,-0.9,-3,1.1,-232,0
C=CCOc1ccc(CN(C)CC(=O)Nc2ccccc2[N+](=O)[O-])cc1,5,-2,1,0.3,-2,1.1,14,0
COc1cccc([C@@H]2CC=C(C(=O)O)[C@H](c3ccccc3F)N2S(=O)(=O)c2ccc(C)cc2)c1,-3,2,0,0.2,-13,0.83,4,2
COc1ccc(CC(=O)Nc2nnc(C(C)(C)C)s2)cc1OC,-9,2,-2,9.0,5,1,15,-1
Cc1c(Cl)c([N+](=O)[O-])nn1CCCC(=O)Nc1sc2c(c1C(N)=O)CCC(C)C2 (stereo not given),33,-11,-17,0.8,-11,1,9,3
O=C1CN(C(=O)COC(=O)CNC(=O)c2ccccc2)c2ccccc2N1,-10,-8,-7,0.5,-8,1.1,3,-2
Cc1ccccc1NC(=O)C(C)O/N=C/c1cccc([N+](=O)[O-])c1 (stereo not given),5,2,-11,-0.6,-8,0.89,14,2
CCc1ccc(OC(=O)CN2C(=O)c3ccccc3C2=O)cc1,1,-1,-8,-0.9,0,1,16,0
Cc1cc(C)nc(SCC(=O)Nc2ccc(S(=O)(=O)Nc3cc(C)on3)cc2)n1,8,-1,-5,1.3,8,1.3,6,3
CCOC(=O)C1CCN(C(=O)Cn2ncc3c([nH]c4ccccc43)c2=O)CC1,-3,13*,11,0.1,-13,1.1,2,1
NS(=O)(=O)c1ccc(CNC(=O)C2(c3ccc(Cl)cc3)CC2)cc1,4,0,10,0.2,-11,1,18,1
CC1CCN(C(=O)c2[nH]cnc2C(=O)NCC(=O)OC(C)(C)C)CC1,7,1,9,-0.7,-13,1.1,18,1
COc1ccc(N2CCN(C(=S)Nc3ccc(C)cc3C)CC2)cc1,6,-2,5,0.6,20,1.1,23,-2
Cc1ccc(NC(=S)N(CCN(C)C)C(C)c2ccco2)c(C)c1 (stereo not given),0,0,16,-0.6,-10,1,22,4
C[C@@H](CN1CCC[C@H]1CN1C(N)=NC[C@@H]1Cc1ccccc1)N1C[C@@H](Cc2ccccc2)N(CCc2ccc(Cl)c(Cl)c2)C1=N,-1,-1,-20,74*,32,1,18,-3
O=C(COC(=O)c1ccccc1Nc1cccc(C(F)(F)F)c1)NCc1ccco1,18,-4,-7,2.5,10,1.2,-495,-8
O=C(c1ccc(S(=O)(=O)N2CCC(c3nc4ccccc4s3)CC2)cc1)N1CCOCC1,1,0,-24,8.4,-22,0.93,15,-1
CC(=O)OC12CC3CC(C1)C(=NO)C(C3)C2,-13,-2,-12,-1.4,-16,1,20,4
COc1cc2c(cc1NC(=O)C(C)N1CCN(S(=O)(=O)c3ccc(C)c(C)c3)CC1)oc1ccccc12 (stereo not given),5,-7,-4,2.0,-20,1,-17,0
CCCNC(=O)Cc1cc(=O)[nH]c(=O)[nH]1,-6,3,0,0.3,8,1.1,-5,-11
Cc1nnc2sc(SCC(=O)Nc3ccc(Br)cc3)nn2c1=O,-2,0,1,2.2,-14,1.5,16,1
NS(=O)(=O)c1cc2c(cc1Cl)NC(C(Cl)Cl)NS2(=O)=O (stereo not given),4,1,-14,-2.0,3,1.1,11,-1
O=C(Cn1ncc2c(=O)oc3ccccc3c21)NCC1CCCO1 (stereo not given),-11,2,1,-1.3,-3,1.1,1,-1
O=C(CSc1nnc2c(Cl)cc(C(F)(F)F)cn12)N(Cc1ccccc1)Cc1ccccc1,0,-3,0,6.7,24,0.85,-413,-1
CCOc1ccc2ccccc2c1C(=O)N1CCOCC1,5,-1,7,-0.7,3,1.1,0,-2
O=C(C[C@H]1C(=O)N(c2ccccc2)C[C@@H]1Cc1ccccc1)Nc1ccc(Br)cc1,.,.,.,1.6,-4,.,9,-2
Cc1cc(C)nc(SCCn2c(N(C)Cc3ccccc3)nc3c2c(=O)n(C)c(=O)n3C)n1,-7,0,-17,-0.9,-2,1.1,8,1
O=c1oc2ccc(Cl)cc2nc1/C=C(\O)c1ccco1,-6,1,-27,0.1,9,0.94,6,0
NS(=O)(=O)c1cccc(NC(=O)C(Cc2ccccc2)NC(=O)c2ccccc2)c1 (stereo not given),3,0,-18,-3.2,20,1.1,6,0
COc1ccc(NS(=O)(=O)c2cccc(C(=O)NCCCN3CCOCC3)c2)cc1,-10,1,-1,0.1,-4,1,5,0
CCCCNC(=O)Cn1nc([N+](=O)[O-])c([N+](=O)[O-])c1C,-2,-4,-11,-0.9,1,1,14,4
CC(C)NC(=O)/C(C#N)=C/c1cccc(NC(=O)c2ccccc2Cl)c1,-13,-7,1,0.9,4,0.88,-1,-2
COc1cc(/C=C/c2cc(C(F)(F)F)[nH]c(=O)n2)cc(OC)c1OC,-1,-1,-2,0.7,-21,1.2,-152,6
Cc1ccccc1CNC(=O)c1ccc2nc(N3CCOCC3)sc2c1,15,0,6,-2.6,6,1.2,7,-1
Cc1ccc(N2C(=O)C(Cl)=C(N3CCN(C)CC3)C2=O)c(C)c1,-3,-2,-13,-0.2,3,0.94,17,14
Cc1cc(C)nc(SC(C(=O)O)c2ccccc2)n1 (stereo not given),-6,-2,-1,-9.9,-1,0.91,7,3
Cc1onc(-c2ccc(Cl)cc2)c1-c1ccnn1S(=O)(=O)c1ccc(Cl)cc1,-9,2,15,11,2,0.79,30,3
COc1ccc(CCNC(=O)CC2Oc3ccc(Cl)cc3NC2=O)cc1OC (stereo not given),-6,1,0,-0.1,19,0.98,2,2
CS(=O)(=O)N(CC(=O)Nc1ccccc1Sc1ccccc1)c1ccc(F)cc1,-18,-12,-10,3.8,2,0.97,13,1
CCN1CCN(CCCNC(=O)Cn2nc(C)n3nc(-c4ccccc4)cc3c2=O)CC1,-8,-1,9,0.3,4,0.97,18,-1
O=C(NC1CCCc2ccccc21)C1CCCC1 (stereo not given),4,1,-28,0.2,0,1.1,8,0
O=C(CSC(=S)N1CCCC1)N1CCN(S(=O)(=O)c2ccccc2F)CC1,-6,0,0,-2.0,-13,0.92,3,2
COc1ccccc1CN1C[C@@H]2C[C@@H](c3cccc(C)n3)N3CCC[C@@]23C1=O,-9,0,-16,-1.1,-6,1.1,7,-4
COc1cc(SC)ccc1C(=O)Nc1ccc2c(c1)OCO2,2,-2,.,-4.1,35,.,-6,-1
C#CCOCCOCCOCCNc1nc(N2CCN(C(=O)[C@H](CCC(=O)O)n3cc([C@@H](N)CC(N)=O)nn3)CC2)nc(N2CCN(C(=O)[C@H](CCC(=O)O)n3cc([C@@H](N)CC(N)=O)nn3)CC2)n1,8,-2,-7,0.9,-9,1.1,4,-1
Cc1ccccc1-n1ncc2c1CC(C)(C)CC2NC(=O)c1cn[nH]c1C (stereo not given),-7,-2,3,0.4,3,1.1,-8,2
O=C(COc1ccc2c3c(c(=O)oc2c1)CCCC3)N[C@@H](Cc1ccccc1)C(=O)O,-15,-2,-5,0.0,-28,0.8,11,-10
Nc1ccc(-n2cc(-c3ccccc3)[nH]c2=S)cc1,-2,0,7,0.1,43,0.81,-17,2
CCC(=O)N1CCc2cc(S(=O)(=O)NCCc3ccc(S(N)(=O)=O)cc3)ccc21,-5,-2,-9,-0.2,12,0.87,11,0
O=S(=O)(Cc1ccccc1)Oc1ccccc1,3,4,-20,0.5,57,1.1,9,0

# Further records:
SMILES,ATG4B inh,GRIN3A LBD mod,SENP6 block,MPTP block,PfGluPho inh,hIAP activ,SENP8 block,SENP1 FRET inh
CC(=O)n1cc(Nc2ccc([N+](=O)[O-])cc2)c2ccccc21,5,2,-26,0.0,11,0.82,-262,1
O=C(Nc1ccc(F)cc1)Nc1ccc([N+](=O)[O-])cn1,1,-2,-18,5.1,-7,1,14,26
Cn1c(SCC(=O)N2CCN(Cc3ccccc3)CC2)nnc1-c1ccncc1,17,-12,13,0.5,-15,0.9,11,0
CCc1cccc(C)c1NC(=O)Nc1c(Br)cnn1C,-6,-1,-17,0.3,-5,1.1,17,2
S=C1SC2(CCCCCC2)NC2=C1CCCCC2,.,.,.,8.7,8,.,17,1
Cc1cc(C(=O)CSc2nc(N)cc(N)n2)c(C)n1-c1cccc(C(F)(F)F)c1,-14,-4,-5,5.6,5,0.84,12,-19
COc1ccc(C(=O)N2CCN(S(=O)(=O)c3ccc4c(c3)OCCO4)CC2)cc1,.,.,.,0.8,-2,.,7,-1
Cc1ccc(NC(=O)C2CCCN2C(=O)NC2CCCCC2)cc1C (stereo not given),-2,-1,-13,2.6,4,1.2,5,1
Cc1ccc(S(=O)(=O)Nc2ccccc2C(=O)N2CCCCC2)cc1,-8,1,-6,-1.0,15,0.91,-10,0
Oc1c(C(Nc2nc3ccccc3s2)c2ccco2)ccc2cccnc12 (stereo not given),10,-6,-22,4.3,7,1,0,-20
O=C(O)c1cc(O)ccc1N=Nc1ccccc1,-1,6,6,-0.2,-5,0.88,2,1
NNC(=O)/C(=N/Nc1ccccc1)S(=O)(=O)c1ccc(Cl)cc1,-7,-4,-10,1.5,-5,1.2,20,2
COc1ccc(N2C(=O)C(Cl)=C(N3CCOCC3)C2=O)cc1,5,-1,7,-0.2,-9,1.2,20,1
Cc1cc(OC(=O)C(c2ccccc2)c2ccccc2)c([N+](=O)[O-])c(=O)[nH]1,-3,3,.,0.3,19,.,18,2
Cc1c(C(N)=O)cc([N+](=O)[O-])cc1[N+](=O)[O-],-8,0,.,0.7,-10,.,19,1
COc1ccc(CNC(=O)COC(=O)c2ccc3c(c2)OCCO3)cc1,-18,4,-3,-1.7,-7,0.9,10,3

# Quoted from the listing, 4 compounds:
SMILES,ATG4B inh,GRIN3A LBD mod,SENP6 block,MPTP block,PfGluPho inh,hIAP activ,SENP8 block,SENP1 FRET inh
COc1ccc(N2C(=O)C(Cl)=C(N3CCOCC3)C2=O)cc1,5,-1,7,-0.2,-9,1.2,20,1
Cc1cc(OC(=O)C(c2ccccc2)c2ccccc2)c([N+](=O)[O-])c(=O)[nH]1,-3,3,.,0.3,19,.,18,2
Cc1c(C(N)=O)cc([N+](=O)[O-])cc1[N+](=O)[O-],-8,0,.,0.7,-10,.,19,1
COc1ccc(CNC(=O)COC(=O)c2ccc3c(c2)OCCO3)cc1,-18,4,-3,-1.7,-7,0.9,10,3
